From PubChem
Vif-APOBEC3F blk = qHTS for Inhibitors of Vif-A3F Interactions: qHTS; 390,000 tested, 0.2% active; HeLa A3F-eYFP + Vif (tagged APOBEC3F with the HIV-1 protein that degrades it), YFP fluorescence increase; AID 602313, 2012; Potency, µM (doses to about 46.1 µM), for the others: top-dose activity, negative = active; also: potency is read from the fitted curve at half-maximal effect; % of control where 0% means no effect; nearly all actives have a fitted effect of over 65% in size
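Fluorescence increase (Ex 488/Em 500-530) after overnight compound treatment at 37 deg C flags inhibition of Vif-driven A3F-eYFP loss in stable HeLa A3F-eYFP/Vif cells seeded overnight beforehand.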
RXFP1 agonist = qHTS Assay for Agonists of the Relaxin Receptor RXFP1; HEK293T-RXFP1 cAMP TR-FRET, 30 min; response scale: percent of porcine relaxin response, buffer zero; Potency, µM (top dose mostly 57.5 µM), inactives show at the top dose activation, hits mostly activators; 370,000 tested, 0.3% active; also: potency is read from the fitted curve at half-maximal effect; % is scaled to controls: 0 for no effect and ±100 for the full control effect; nearly all actives have a fitted effect of over 60% in size; many of its hits are not listed in these tables
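cAMP rise read by TR-FRET after 30 min, 37C compound exposure (up to 58 uM) in RXFP1-transfected HEK293 cells with Ro 20174 present. EC50 from Hill-equation fits, with 29 nM porcine relaxin as 100% and buffer as basal.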
Vif-APOBEC3G blk = qHTS for Inhibitors of Vif-A3G Interactions: qHTS; HeLa A3G-eYFP + Vif (tagged APOBEC3G with the HIV-1 protein that degrades it), YFP fluorescence, overnight; 410,000 tested, 0.076% active; AID 602310, 2012; Potency, µM (top dose mostly 46.1 µM), for inactives: top-dose activity, negative = active, actives largely listed as inhibitors;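 also: potency is read from the fitted curve at half-maximal effect; % is scaled to controls: 0 for no effect and ±100 for the full control effect; nearly all actives have a fitted effect of over 60% in size; hits raise eYFP signal because A3G escapes Vif-driven loss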
Target sequence (Q9HC16 whole entry, looked up): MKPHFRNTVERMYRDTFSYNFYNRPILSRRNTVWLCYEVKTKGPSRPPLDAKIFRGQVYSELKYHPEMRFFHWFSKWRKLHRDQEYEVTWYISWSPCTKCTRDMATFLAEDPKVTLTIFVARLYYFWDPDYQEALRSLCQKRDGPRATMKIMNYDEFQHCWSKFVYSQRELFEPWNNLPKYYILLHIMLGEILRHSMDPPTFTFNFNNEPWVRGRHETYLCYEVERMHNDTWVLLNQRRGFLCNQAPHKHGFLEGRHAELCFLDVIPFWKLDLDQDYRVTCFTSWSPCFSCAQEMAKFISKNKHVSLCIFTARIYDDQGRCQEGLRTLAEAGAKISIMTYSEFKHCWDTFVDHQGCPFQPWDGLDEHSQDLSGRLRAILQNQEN
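Read-out is eYFP fluorescence (Ex 488/Em 500-530) from Vif-expressing HeLa A3G-eYFP cells; more signal means A3G escaped Vif-mediated degradation. Cells plated overnight, compound pinned in, incubated overnight at 37 deg C.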
Glioma ERSR ind = qHTS for Inducers of the Endoplasmic Reticulum Stress Response (ERSR) in Human Glioma: qHTS | U87-MG GRP78 promoter luciferase reporter, 16 h | Potency, µM, inactives show at the highest dose activation, usual class: activators | 420,000 tested, 0.02% active; also: potency is read from the fitted curve at half-maximal effect; series mostly up to about 76 µM; % of control where 0% means no effect; nearly all actives have a fitted effect of over 35% in size
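ERSR induction read as luciferase luminescence (Bright-Glo, 10 min at room temperature) in stably transfected human U87-MG glioma cells exposed to compounds for 16 h, using GRP78 as sensor.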
D1 potentiator = Potentiators of Human D1 Dopamine Receptor: qHTS | D(1A) dopamine receptor (Homo sapiens), P21728 | HEK293 TREx D1 cells, calcium flux, dopamine EC20 potentiation | potentiation, % at 10 µM | 360,000 tested, 0.036% active | AID 504651, 2011; in the data active = potentiation above about 30%; also: 0% is about no effect
RXFP1 antag = qHTS Assay for Antagonists of the Relaxin Receptor RXFP1; Relaxin receptor 1 (Homo sapiens), Q9HBX9; HEK293-RXFP1, relaxin-stimulated cAMP HTRF, 30 min; hits give low values; activity change, negative = inhibition, % at 57.5 µM; 350,000 tested, 0.59% active;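 active = activity change of -60% or lower, but not beyond a set lower limit; inconclusive = change between -60% and -40%, or beyond the set limit; inactive = change above -40%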; also: % is scaled to controls: 0 for no effect and ±100 for the full control effect
D1 antagonist = Antagonist of Human D 1 Dopamine Receptor: qHTS; D(1A) dopamine receptor (Homo sapiens), P21728; activity change, negative = inhibition, % at 10 µM; HEK293 TREx D1 cells, calcium flux, dopamine EC80; hits give low values; AID 504652, 2011; 360,000 tested, 3.2% active; in the data active = activity change below about -30%; also: % is scaled to controls: 0 for no effect and ±100 for the full control effect
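Inducible Hek293 Trex D1 cells (tetracycline, overnight, 30 C). Calcium dye 30–90 min RT. Antagonist mode: EC80 dopamine added after 180 s compound read.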
D2 potentiator = HTS Assay for Positive Allosteric Modulators of the Human D2 Dopamine Receptor: Primary Screen for Potentiators; AID 485347, 2010; potentiation, % at 10 µM; D(2) dopamine receptor (Homo sapiens), P14416; 340,000 tested, 0.34% active; HEK293 T-REx D2, calcium flux, EC20 dopamine potentiation;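 active = potentiation over 3 SD above the plate norm, cut at about 30% in these data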; also: 0% is about no effect
Target sequence (P14416 whole entry, looked up): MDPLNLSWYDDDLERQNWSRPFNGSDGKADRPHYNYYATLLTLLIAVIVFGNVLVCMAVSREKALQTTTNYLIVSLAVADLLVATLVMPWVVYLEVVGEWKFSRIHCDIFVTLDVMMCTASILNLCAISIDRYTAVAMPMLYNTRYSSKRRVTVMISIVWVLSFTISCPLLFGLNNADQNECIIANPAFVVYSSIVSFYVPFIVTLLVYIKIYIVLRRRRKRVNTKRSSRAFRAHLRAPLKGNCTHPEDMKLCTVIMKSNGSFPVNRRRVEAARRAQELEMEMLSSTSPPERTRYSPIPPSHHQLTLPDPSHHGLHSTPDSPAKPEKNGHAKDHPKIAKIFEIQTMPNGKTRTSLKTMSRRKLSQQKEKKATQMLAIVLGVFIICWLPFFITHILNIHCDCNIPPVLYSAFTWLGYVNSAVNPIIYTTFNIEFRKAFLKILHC
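Primary screen. Calcium kinetics in induced HEK293 T-REx D2 cells: compound pre-addition 180 s, EC20 dopamine, 180 s more.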
D1 agonist = Allosteric Agonists of the Human D1 Dopamine Receptor: qHTS; HEK293 T-REx D1 cells, calcium flux, agonist mode; D(1A) dopamine receptor (Homo sapiens), P21728; 360,000 tested, 1% active; activation, % at 2 µM; in the data active = activation above about 30%; also: 0% is about no effect
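Agonism was scored from calcium flux recorded over 180 s (1 read/s) after pintool compound addition, following a 10-cycle baseline. Cells were inducible force-coupled HEK293 TREx D1, plated overnight at 30 C and loaded with no-wash calcium dye.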
* hit, by the source's call; ? = inconclusive; . = no result given; & = joins results of further samples. Unless noted, calls follow the shape of the dose curve; as a rule, active = well fitted curve in the direction sought with a large enough effect; inconclusive = small, poorly fitted or top-dose-only effect, or another doubt; inactive = no such curve, though single readings can be large; an effect the other way counts as inactive or inconclusive.

SMILES	Vif-APOBEC3F blk	RXFP1 agonist	Vif-APOBEC3G blk	Glioma ERSR ind	D1 potentiator	RXFP1 antag	D1 antagonist	D2 potentiator	D1 agonist
CCOc1ccc(S(=O)(=O)Nc2cc(OC)c(OC)cc2C(=O)O)cc1	0.7%	-3.1%	0.0%	-5.8%	2.4	-2.3	-10.6	-2.4	4.2
CCOc1cccc(C(=O)Nc2ccc(NC(=O)c3ccccc3)c(C)c2)c1	2.0%	-0.4%	-9.0%	0.2%	3.9	4.4	-13.4	5.9	1.8
CCC(=O)Nc1ccc2c(c1)ncn2-c1ccc(OC)cc1	-1.4%	0.9%	-0.7%	-3.8%	-4.3	-0.9	-9.0	7.0	1.1
COc1ccc(-c2[nH]ncc2/C=N\NC(=O)c2cccs2)cc1OC	0.0%	0.4%	-8.5%	2.3%	-5.1	3.4	-8.1	-12.4	2.1
CC1(C)CC(=O)CC(C)(C)N1OC(=O)c1ccco1	-9.3%	0.7%	0.0%	-2.9%	0.7	-5.7	-1.8	2.0	2.4
COCCOC(=O)/C(=C\c1cc(C(C)(C)C)c(O)c(C(C)(C)C)c1)C(C)=O	?	0.0%	-4.0%	0.5%	1.4	-35.0	-14.3	-4.9	3.9
COc1ccc2c3c(cccc13)OC2=O	-2.5%	5.0%	-0.1%	-3.0%	-0.5	-7.7	-14.7	8.9	1.8
CCOc1ccc(S(=O)(=O)NCCC(=O)Nc2nnc(C)s2)cc1	-0.3%	-0.8%	-1.3%	-0.9%	-6.6	-5.9	-7.2	.	-0.3
CSc1nc(S(=O)(=O)c2ccccc2)c(Cl)s1	0.8%	-0.4%	-0.1%	-4.6%	-10.4	-4.1	-6.2	-4.2	0.2
CCOc1ccc(C(=O)N/N=C/c2cc([N+](=O)[O-])cs2)cc1	-4.2%	-4.0%	1.6%	2.1%	-4.1	-4.3	-7.4	9.3	8.0
CN(C)Cc1cc(CN(C)C)c(O)c(CCc2ccccc2)n1	-3.5%	0.3%	5.0%	-9.1%	-1.8	2.0	0.9	-2.4	2.1
Cn1nc([N+](=O)[O-])nc1Sc1ccc(C(C)(C)C)cc1	3.1%	2.2%	1.7%	2.8%	-6.0	-0.2	-12.9	4.1	1.9
COc1ccc(C(NC(=O)C(C)C)c2ccc3cccnc3c2O)cc1 (centres undefined)	-4.7%	4.7%	-21.6%	-1.1%	1.1	-7.4	5.0	3.2	-0.3
O=C(NCc1cccc(Cl)c1)c1ccc(-c2csnn2)cc1	-0.7%	0.3%	-1.3%	0.1%	-2.8	3.2	-17.3	.	8.6
O=S1CCCSC1c1cccnc1 (centres undefined)	0.5%	-0.3%	0.4%	-1.3%	-0.9	0.9	2.8	.	0.9
O=C(c1ccncc1)N1CCN(S(=O)(=O)c2ccccc2F)CC1	8.7%	.	-4.1%	-2.8%	.	1.0	.	.	.
C/C(=N\NC(=O)CCCCCNC(=O)c1ccccc1)c1ccccc1O	1.0%	2.1%	-0.1%	-3.7%	-9.6	4.6	-18.3	-15.8	-0.8
O=C(Nc1nnc(C2CC2)s1)c1ccccn1	1.3%	-1.1%	-1.1%	-9.2%	-0.7	6.5	-8.6	-2.9	2.2
Cc1nnc(N2CCC(C(=O)Nc3ccc(F)cc3)CC2)c2nn(-c3ccc(Cl)cc3)c(C)c12	-19.6%	6.9%	1.6%	-2.8%	-2.5	-29.4	-3.7	5.6	2.5
CCOC(=O)C1CCCN(C(=O)Cn2ncc3c4ccccc4n(C)c3c2=O)C1 (centres undefined)	-3.9%	-0.2%	0.5%	-0.6%	-2.5	2.0	-5.2	19.2	-1.1
COC(=O)/C(C#N)=C/c1c(Oc2cc(C)cc(C)c2)nc2c(C)cccn2c1=O	-9.4%	1.7%	-1.3%	-3.7%	-2.9	.	-13.5	6.3	1.8
CCOc1ccc(-c2cccc(NC(=O)c3ccco3)c2)nn1	5.7%	0.1%	0.7%	-1.4%	-0.8	-4.1	3.3	-4.2	1.4
O=C(CNc1ccccc1)Nc1cccc2ccccc12	-0.9%	-1.7%	0.8%	-2.2%	-0.2	1.1	-5.0	2.8	0.2
COc1cc2c(cc1/C=C/C(=O)O)OC(C)C2 (centres undefined)	-13.4%	16.1%	-7.6%	-0.3%	14.2	20.1	14.2	-2.5	1.6
Clc1ccc(-n2nnnc2-c2ccccc2)cc1Cl	-10.3%	0.7%	0.5%	0.8%	0.1	9.4	-1.8	3.6	3.2

Continuation.
SMILES	Vif-APOBEC3F blk	RXFP1 agonist	Vif-APOBEC3G blk	Glioma ERSR ind	D1 potentiator	RXFP1 antag	D1 antagonist	D2 potentiator	D1 agonist
CCc1ccccc1NC(=O)c1ccc2c(c1)CCN2S(C)(=O)=O	12.0%&11.1%	0.4%&-6.9%	1.7%&5.1%	-0.4%&-0.9%	-3.2&-0.8	-0.1	-13.0&6.1	-1.8&4.8	4.1&-0.4
Cc1cccc(N2C(=O)CS/C2=N\NC(=O)c2cccnc2)c1C	0.8%	2.7%	0.2%	-3.3%	0.7	2.5	1.9	5.5	2.6
COc1ccc(OC)c(NC(=O)CSc2nc(N3CCOCC3)nc(N3CCOCC3)n2)c1	3.8%	0.0%	-0.3%	-3.2%	-13.2	-19.2	-27.0	-1.0	1.8
O=[N+]([O-])c1cccc(S(=O)(=O)/N=C(/Nc2ccccc2)c2ccccc2)c1	-0.2%	.	-4.7%	-2.0%	.	-3.7	.	.	.
Cc1ccc(C(=O)NCCN(C)C)cc1C	0.8%	3.1%	1.9%	-2.0%	-1.4	5.3	-3.8	-1.1	2.0
Cc1cnc(NC(=O)c2cc3c(C)nn(-c4ccccc4)c3s2)s1	-29.6%	8.2%	-5.7%	-0.5%	4.6	1.5	2.5	2.4	6.1
CN(Cc1ccccc1)C(=O)CN1C(=O)NC(C)(c2ccc(Cl)cc2)C1=O (centres undefined)	-16.9%	1.4%	9.2%	-6.2%	-0.5	-2.5	14.5	7.7	3.6
CN(C)S(=O)(=O)c1ccc(Cl)c(NC(=O)CSc2nc3c(cc2C#N)C(=O)CCC3)c1	-7.6%	5.8%	0.6%	-2.1%	-0.9	.	-14.3	-12.5	0.9
Cc1cccc(NC(=O)CNC(=O)C23CC4CC(CC(Cl)(C4)C2)C3)n1	-3.9%	-1.3%	1.5%	-2.5%	4.3	1.2	-5.6	7.3	-0.5
COc1ccc(CNC(=O)c2cc(S(=O)(=O)N3CCCCC3)ccc2Cl)cc1OC	6.6%	.	0.3%	-4.9%	.	-8.2	.	.	.
COc1ccc(C(=O)/C=C2\Sc3ccccc3N2C)cc1	-0.5%	3.8%	-2.3%	-0.7%	2.3	-10.1	-21.1	-1.2	0.3
O=C(CCNc1ccc(F)c(Cl)c1)c1ccco1	-2.2%	2.2%	-18.8%	1.4%	-5.3	-7.6	-1.2	-4.0	0.9
CN(C)c1cccc(C(=O)N2CCC(n3nccc3NC(=O)C3CCOC3)CC2)c1 (centres undefined)	-3.6%	1.1%	0.6%	-2.6%	-4.0	-19.6	3.4	-8.1	7.2
COc1ccc(S(=O)(=O)NCC(=O)NCc2cc(=O)n(C)c(=O)n2C)cc1	0.9%	8.7%	0.6%	-4.5%	-2.1	-0.2	5.5	-5.5	2.3
CC(=O)c1c(C)[nH]c(C(=O)Nc2cccc(C)c2C)c1C	-8.8%	7.3%	-3.1%	4.2%	-9.7	4.0	-1.3	-3.6	3.6
Cc1[nH]nc2cn[nH]c12	1.6%	-1.2%	0.1%	-3.5%	6.5	-3.9	-12.0	-2.1	4.2
N#Cc1cc(-c2ccccc2)nc(N2CCNCC2)n1	8.8%	1.5%	-4.4%	-4.2%	-6.2	-21.7	1.5	-19.8	2.6
c1ccc2nc(-c3ccc(-n4ccnc4)cc3)ccc2c1	-15.0%	0.0%	-9.4%	-5.5%	-8.1	5.3	-5.7	-2.3	2.0
N#CCC(=O)NNC(=S)Nc1ccccc1C(F)(F)F	11.0%	2.0%	4.9%	-4.5%	-3.5	2.0	.	-0.5	0.6
CCCCc1nn2c(C)c(-c3ccc(OCC)cc3)nc2s1	6.7%	0.4%	2.8%	-0.7%	-2.9	.	6.4	13.0	0.6
O=C(c1ccc(F)cc1)N1CCC(C(=O)N2CCN(c3ncccn3)CC2)CC1	6.4%	.	0.2%	-4.6%	.	-6.7	.	.	.
CN1c2ccc(Cl)cc2C(=O)NC1C1CC=CCC1 (centres undefined)	0.1%	3.5%	-0.7%	-9.5%	-1.4	-4.8	7.7	7.8	29.3
COc1cc(/C=N/NC(=O)Cn2ccc(C(F)(F)F)n2)cc(OC)c1OC	-0.1%	3.8%	-0.1%	-0.4%	-2.6	-8.8	10.4	9.2	0.6

Single entries from the list:
RXFP1 antag result of O=C(CCNc1ccc(F)c(Cl)c1)c1ccco1 : -7.6
Vif-APOBEC3G blk result of CN(C)S(=O)(=O)c1ccc(Cl)c(NC(=O)CSc2nc3c(cc2C#N)C(=O)CCC3)c1 : 0.6%

Of the compounds above, these have an aryl thioether with sulfur outside any ring:
SMILES	Vif-APOBEC3F blk	RXFP1 agonist	Vif-APOBEC3G blk	Glioma ERSR ind	D1 potentiator	RXFP1 antag	D1 antagonist	D2 potentiator	D1 agonist
CSc1nc(S(=O)(=O)c2ccccc2)c(Cl)s1	0.8%	-0.4%	-0.1%	-4.6%	-10.4	-4.1	-6.2	-4.2	0.2
Cn1nc([N+](=O)[O-])nc1Sc1ccc(C(C)(C)C)cc1	3.1%	2.2%	1.7%	2.8%	-6.0	-0.2	-12.9	4.1	1.9
COc1ccc(OC)c(NC(=O)CSc2nc(N3CCOCC3)nc(N3CCOCC3)n2)c1	3.8%	0.0%	-0.3%	-3.2%	-13.2	-19.2	-27.0	-1.0	1.8
CN(C)S(=O)(=O)c1ccc(Cl)c(NC(=O)CSc2nc3c(cc2C#N)C(=O)CCC3)c1	-7.6%	5.8%	0.6%	-2.1%	-0.9	.	-14.3	-12.5	0.9

The list is partial; count on the stated rates, not on these rows.
